Source: PubChem BioAssay (National Center for Advancing Translational Sciences (NCATS))
IkB sig inh: suppresses IkB signaling in ABC-DLBCL reporter cells; ABC-DLBCL IkBa-CBG/CBR dual luciferase ratio, 4 h; response scale: scaled: untreated 0%, proteasome inhibitor 100%; Potency, µM (highest dose often 57.1 µM), without a hit: top-dose IkBa stabilization activation; 110,000 compounds, 0.04% hits; AID 445; active = well fitted curve in the direction sought with a large enough effect in the signal ratio, not every such curve was filed as active; inconclusive = small, poorly fitted or top-dose-only effect, or a change in a side signal; the % refers to the signal ratio;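 also: the direction sought is a rising ratio; 0% = basal untreated cells and 100% = reference inhibitor full response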
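Luminescence ratio of IκBα-fused green versus native red beetle luciferase in OCI-Ly3 cells, 4 h post-doxycycline with compound; red signal alone, scaled from basal (0%) to zero light (-100%), flagged nonspecific or cytotoxic effects.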
p53ts 32C tox: p53ts cell cytotoxicity, permissive temperature; H1299-p53A138V at 32C, ATP luminescence viability, 24 h; Potency, µM (series often up to 46.1 µM), for the others: top-dose activity change, negative = cytotoxicity, usual class: cytotoxic; 130,000 compounds, 0.93% hits; AID 924;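 also: 0% = DMSO and -100% = full killing by reference compound; nearly all actives have a fitted effect of over 55% in size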
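ATP-content luminescence (ATPlite) read-out after 24 h compound exposure at 32C in H1299-p53A138V cells (600/well). Tested up to 46 uM. Normalized to DMSO (0%) and 100 uM tamoxifen (100% killing); Hill-fit AC50.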
Peg3 imprint: induces erasure of genomic imprints in mouse ES cells | mouse ES Peg3-LacZ reporter, beta-gal luminescence, 40 h | Potency, µM (highest dose often 60.7 µM), for the others: at the top dose activity change, positive = activation, hits mostly activators | 110,000 compounds, 0.02% hits | AID 1948;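 also: 0% = negative control wells on the plate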
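Imprint erasure is scored as LacZ activity from the silenced maternal Peg3 allele in feeder-free female ES cells cultured 40 h with LIF. Luminescence is normalized to in-plate negative controls and fitted to the Hill equation.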
p53ts 39C tox: cytotoxicity in p53ts cells at nonpermissive temperature. H1299-p53A138V viability at 39C, ATP luminescence, 24 h. Potency, µM (titrated, usually from 46.1 µM), for the others: at the top dose activity change, negative = cell killing, actives largely listed as cytotoxic. 130,000 compounds, 1.5% hits. AID 902; also: nearly all actives have a fitted effect of over 55% in size
An asterisk follows results filed as active; ? = inconclusive; . = no result given; [ ] = remark or other dose. Unless noted, calls follow the shape of the dose curve; as a rule, active = well fitted curve in the direction sought with a large enough effect; inconclusive = small, poorly fitted or top-dose-only effect, or another doubt; inactive = no such curve, though single readings can be large; an effect the other way counts as inactive or inconclusive. Unless noted, % is scaled to controls: 0 for no effect and ±100 for the full control effect; potency is read from the fitted curve at half-maximal effect.

SMILES | IkB sig inh | p53ts 32C tox | Peg3 imprint | p53ts 39C tox
CCOC(=O)N1CCC(NC(=O)C(NS(=O)(=O)c2ccc3c(c2)CCN3C(C)=O)C(C)C)CC1 (stereo not drawn) | 0.5% | -13.5% | -11.4% | -5.8%
O=C(NCc1ccccc1)c1ccc2oc(=O)n(Cc3ccccc3)c2c1 | ? | -1.8% | -8.2%[10.9 µM] | -22.6%
CC1CCc2nc(NC(=O)Cc3cccs3)sc2C1 (stereo not drawn) | ? | -9.0% | -11.6% | -19.4%
COCc1cc(C)[nH]c(=O)c1C#N | 1.5% | -2.7% | 1.4% | 6.3%
OC1C[N+]2(CCCCC2)C1 | 1.3% | -1.6% | -1.9% | -1.9%
CC1(C)CC(=O)C=C(NCCCN2CCCC2=O)C1 | 1.2% | -2.6% | -2.0% | 9.9%
CCOC(=O)c1ccc(NS(=O)(=O)c2c(C)n(C)c(=O)n(C)c2=O)cc1 | -1.0% | 0.2% | -5.8% | 9.7%
COc1cc2c(cc1NC(=O)CC1SC(N3CCCC3)=NC1=O)oc1ccccc12 (stereo not drawn) | ? | 22.2% | -25.9% | -8.7%
CCCCOc1ccccc1C1C(C(=O)OC)=C(C)N(C)C(C)=C1C(=O)OC | 2.8% | 37.6%[activator] | -8.5% | 6.6%
Cc1cc(C)cc(OCCOCCn2c(-c3ccc(Cl)cc3)nc3ccccc3c2=O)c1 | 0.0% | -12.9% | -13.3%[10.9 µM] | 10.4%
CCC(=O)Nc1cc(OC)c(NC(=O)c2ccccc2)cc1OC | 0.0% | -8.4% | 8.0% | 1.2%
COc1ccc(N2Cc3ccccc3C2)cc1Cl | -1.0% | -26.1% | -50.3%[inhibitor] | -23.4%
CCOc1ccc(NC(=O)CSc2nnc3scc(-c4ccc(Cl)cc4)n23)cc1 | ? | -23.8% | -15.7%[10.9 µM] | -5.0%
Cc1ccc(C)c(C(=O)COC(=O)c2ccc(Br)o2)c1 | 1.5% | 40.7%[activator] | -3.9% | 2.4%
CC(C)Oc1ccc(CNS(=O)(=O)c2ccc(-c3cc(C(F)(F)F)on3)s2)cc1 | -2.6% | 1.0% | -5.2%[10.9 µM] | 2.1%
CCOC(=O)Cn1c(=O)c2c(nc(N3CCOCC3)n2Cc2ccccc2)n(C)c1=O | 0.4% | 4.6% | -12.4%[10.9 µM] | -9.0%
CC1CCC(C(C)C)C(OC(=O)COC(=O)c2ccc(N)cc2)C1 (stereo not drawn) | . | 7.6% | . | 15.0%
CC1CCc2nn(CC(=O)Nc3c(F)cc(F)cc3Br)cc2C1 (stereo not drawn) | -1.3% | -10.5% | -18.7% | -24.9%
Cc1noc(C)c1COC(=O)CCN1c2ccccc2Sc2ccccc21 | ? | -0.4% | -13.9% | -14.5%
O=C(Nc1ccccc1)C1CCN(S(=O)(=O)c2ccc3[nH]c4c(c3c2)CCCCC4)CC1 | 1.3% | 19.3% | -11.4%[10.9 µM] | -13.9%
Clc1cccc(N2CCN(c3nc4ccccc4c4nc(-c5ccccc5)nn34)CC2)c1 | -1.1% | -0.5% | -12.1%[10.9 µM] | 1.7%
CCOc1ccc(CCNC(=O)CCn2cccc2)cc1OCC | . | 13.1% | . | -5.7%
O=C(Nn1cnc2ccccc2c1=O)C1CCCCC1 | -3.0% | -7.7% | -11.5% | -2.5%
CN1CCN(S(=O)(=O)c2ccc(=O)[nH]c2)CC1 | -0.3% | -0.9% | -9.3% | -2.2%
O=C(COc1cc(Cl)c(Cl)cc1Cl)Nn1cnnc1 | 0.7% | 1.3% | 0.5% | 8.2%
COC(=O)C1=C(C)N=c2s/c(=C/c3ccoc3)c(=O)n2C1c1ccccc1 (stereo not drawn) | 3.5% | 19.5% | -15.4% | 6.2%
CCc1ccc(C(c2ccccc2)c2c[nH]c3ccc(C)cc23)s1 (stereo not drawn) | ? | -17.1% | -8.6%[10.9 µM] | -26.1%
O=c1c2ccccc2nnn1CSc1nnc(-c2cccs2)n1Cc1ccccc1 | ? | ? | -14.5% | ?
CCOC(=O)c1cc(-c2ccccc2)n(CC(=O)NC(C)c2ccccc2)c1C (stereo not drawn) | -0.8% | -9.6% | 5.6%[10.9 µM] | -25.0%
CC(C)CCn1nnnc1C(c1ccccc1)N1CCN(C)CC1 (stereo not drawn) | -1.3% | -2.3% | . | 6.8%
CCn1cc(C(=O)NCc2ccc3c(c2)OCO3)c(=O)c2cc(F)c(N3CCN(C)CC3)cc21 | -3.2% | -2.9% | -2.4% | 11.1%
CCn1nnc(-c2ccccc2NC(=O)c2cccc(-n3cnnn3)c2)n1 | -3.2% | -11.5% | . | -0.9%
O=C(CSCc1ccc(Cl)cc1)N1CCN(Cc2ccc3c(c2)OCO3)CC1 | . | -15.1% | . | -2.0%
COc1ccc(N(CC(=O)N2CCN(c3ccc(F)cc3)CC2)S(=O)(=O)c2c(C)noc2C)cc1 | ? | -6.8% | -9.4%[10.9 µM] | 2.8%
CC(C)n1c(SC2C(=O)CC(C)(C)CC2=O)nc2c1c(=O)n(C)c(=O)n2C | -1.9% | -8.2% | -1.7% | 16.1%
CCCC1COC(Cn2cncn2)(c2ccc(C)cc2)O1 (stereo not drawn) | 1.0% | -10.2% | -8.7% | -6.7%
c1ccc(-c2nc(N3CCCCCC3)nc(-n3ccnc3)n2)cc1 | 1.8% | 19.0% | -4.6% | 6.3%
Cn1c(Cn2c(=O)sc3ccccc32)nnc1SCc1ccccc1F | 0.5% | -5.2% | -12.3% | -3.2%
O=C1OC2CCC1(c1ccccc1)C2 (stereo not drawn) | . | 9.1% | . | 6.2%
CC(C)(C)NC(=O)CSc1nnc(C2CC2)n1Cc1ccccc1 | 1.5% | 13.3% | 1.3% | -4.7%
COc1c(S(=O)(=O)N2CCCCC2)ccc2c(S(=O)(=O)N3CCCCC3)cccc12 | ? | -6.8% | -0.7% | 7.0%
COc1cccc(-n2nnc3c(=O)n(Cc4ccc(C)cc4)cnc32)c1 | -0.7% | 7.7% | -9.1% | 1.1%
Cn1c(C(=O)NCCCN2CCN(c3ccc(F)cc3)CC2)cc2c(=O)n(C)c3ccccc3c21 | 0.6% | -1.1% | -7.4% | -5.6%
CC(=O)OC(C)(CCC(C)(OC(C)=O)C(C)=O)C(C)=O (stereo not drawn) | -0.9% | 3.3% | 8.5% | 1.1%
CN1CCC2(CC1)CCN(C(=O)c1cccc(F)c1)CC2 | -0.6%[11.4 µM] | -5.0% | . | 7.8%
CNC(=O)CN(c1cc(C)ccc1C)S(C)(=O)=O | 0.5% | 13.0% | -10.8% | -1.8%
CCOC(=O)c1c(NC(=O)c2noc3c2CCCC3)sc(C)c1C | 1.5% | -11.6% | -3.2% | 1.2%
Cc1ccc(N(CC(=O)NCC2CCCO2)C(=O)CCC(=O)Nc2ccccn2)cc1C (stereo not drawn) | . | 9.7% | . | 25.3%
Oc1c(C(c2ccc(Br)cc2)N2CCOCC2)sc2nc(-c3ccco3)nn12 (stereo not drawn) | 1.2% | -3.7% | 7.0%[10.9 µM] | -0.8%
CC(C)(C)NC(=O)C1CCC(C)(C(=O)O)C1(C)C (stereo not drawn) | 2.2% | -2.0% | -0.8% | -1.8%
CCc1ccc(NS(=O)(=O)c2ccc(C(=O)N(C)C)s2)cc1 | 0.1% | -6.4% | -16.3%[10.9 µM] | -13.2%
COc1ccc(Cl)cc1NC(=O)CCCn1c(=O)c2cccn2c2cccnc21 | -3.6% | 1.8% | -13.8%[10.9 µM] | 4.4%
CC1=C(C(=O)Nc2ccccc2)C(c2ccco2)C(C#N)=C(SCC(=O)OC(C)C)N1 (stereo not drawn) | ? | 4.0% | -16.4% | -4.6%
COc1ccc(NC(=O)CCn2cccn2)cc1OC | -1.1% | 2.3% | -7.6%[10.9 µM] | 14.8%
C[C@@H]1/C=C\CC(=O)OC[C@H](C)C(=O)N[C@@H](Cc2ccccc2)C(=O)OC1 | . | -8.6%[9.22 µM] | . | -0.5%[9.22 µM]
CN(C)C(=O)c1ccc(-c2ccc3ncnc(N4CCC(C(=O)O)CC4)c3c2)cc1 | -0.6%[11.4 µM] | 7.6% | -0.3% | 9.3%
COc1ccccc1CN1C(=O)CN(C2CCCC2)C(=O)C1c1ccc(F)cc1 (stereo not drawn) | -1.6% | 6.0% | -16.6% | -4.1%
CN(C(=O)Cn1ncc2c1-c1ccccc1OC2)c1ccc(Br)cc1 | ? | 1.1% | -8.4%[10.9 µM] | ?
CC1=C(C(=O)OC2CCCCCC2)C(c2c(Cl)cccc2Cl)CC(=O)N1 (stereo not drawn) | ? | ? | -13.9%[10.9 µM] | ?
CCC(Cc1ccccc1)NC(=O)Cn1nc(C)n2c(cc3occc32)c1=O (stereo not drawn) | -0.1% | 7.0% | -0.7%[10.9 µM] | 11.8%

Further entries follow.
SMILES | IkB sig inh | p53ts 32C tox | Peg3 imprint | p53ts 39C tox
CCOC(=O)CCn1c(CC(=O)OCC)nc2ccccc21 | 1.7% | 3.6% | -2.1% | -6.1%
C=CCNC(=O)CCNS(=O)(=O)c1ccc(Br)cc1 | 1.5% | -14.1% | -7.8% | 3.3%
CC(C)(C)c1cc(CN2CCN(CCO)CC2)cc(C(C)(C)C)c1O | 2.8% | 4.4% | -13.2% | 15.1%
Cc1cc2ncn(CC(O)COC3CCCCC3)c2cc1C (stereo not drawn) | 0.5% | -9.1% | -13.4% | -9.3%
Cn1nnnc1SCC(=O)N1CCN(Cc2ccccc2)CC1 | ? | -16.3% | -6.5% | -12.6%
CC(=O)c1c(C)oc2c(Br)cc(NS(=O)(=O)c3ccc(Br)cc3)cc12 | -2.0% | 14.7% | -10.5%[10.9 µM] | -19.5%
COC(=O)c1ccc(C(NC(=O)OCc2ccccc2)/C(C)=C/[C@@H](C)C(=O)NCCc2c[nH]c3ccc(OC)cc23)cc1 (stereo partly drawn) | . | 11.9% | -11.7% | -7.6%
CCOc1cc(S(=O)(=O)NCCc2c(C)[nH]c3ccc(C)cc23)ccc1Br | 12.1% | 28.4% | ? | ?
CN1CCN(C(=O)c2ccccc2NC(=O)C(C)(C)C)CC1 | . | 12.1% | . | -5.8%
O=C(CNC(=O)C12CC3CC(CC(C3)C1)C2)NC1=NCCS1 | -2.7% | -3.7% | 24.9% | -1.3%
Cc1cc(C)c(C#N)c(SCCS(=O)(=O)Cc2ccccc2)n1 | -0.4% | 0.2% | -13.5% | 1.7%
COc1ccc(OC)c(NC(=O)CN2C(=O)COc3ccc(S(=O)(=O)NC4CCCC4)cc32)c1 | -1.2% | 9.0% | -21.5%[10.9 µM] | 1.0%
CCCCCCN(C(=O)CCCCCN1C(=O)NC(c2ccc(-c3ccccc3)cc2)C(C(=O)OCc2ccccc2)=C1C)C(C(=O)NCCCC)c1ccc(O)c(C(=O)OC)c1 (stereo not drawn) | . | 15.4% | -8.0% | 3.8%

Random draw from the library, and some 1.8% of all compounds hit somewhere here.
